Compound activity from PubChem BioAssay.
EPAC2 ag = activates human EPAC2 exchange factor | Q8WZA2 | EPAC2 activation, biochemical qHTS; response scale: 100% = 6.5 mM cAMP response | Potency, µM (top dose mostly 154 µM), for the others: at the highest dose activation, most hits filed as activators | 360,000 compounds, 0.079% hits | AID 720711; also: potency is read from the fitted curve at half-maximal effect; nearly all actives have a fitted effect of over 50% in size
Target sequence (Q8WZA2 whole entry, looked up): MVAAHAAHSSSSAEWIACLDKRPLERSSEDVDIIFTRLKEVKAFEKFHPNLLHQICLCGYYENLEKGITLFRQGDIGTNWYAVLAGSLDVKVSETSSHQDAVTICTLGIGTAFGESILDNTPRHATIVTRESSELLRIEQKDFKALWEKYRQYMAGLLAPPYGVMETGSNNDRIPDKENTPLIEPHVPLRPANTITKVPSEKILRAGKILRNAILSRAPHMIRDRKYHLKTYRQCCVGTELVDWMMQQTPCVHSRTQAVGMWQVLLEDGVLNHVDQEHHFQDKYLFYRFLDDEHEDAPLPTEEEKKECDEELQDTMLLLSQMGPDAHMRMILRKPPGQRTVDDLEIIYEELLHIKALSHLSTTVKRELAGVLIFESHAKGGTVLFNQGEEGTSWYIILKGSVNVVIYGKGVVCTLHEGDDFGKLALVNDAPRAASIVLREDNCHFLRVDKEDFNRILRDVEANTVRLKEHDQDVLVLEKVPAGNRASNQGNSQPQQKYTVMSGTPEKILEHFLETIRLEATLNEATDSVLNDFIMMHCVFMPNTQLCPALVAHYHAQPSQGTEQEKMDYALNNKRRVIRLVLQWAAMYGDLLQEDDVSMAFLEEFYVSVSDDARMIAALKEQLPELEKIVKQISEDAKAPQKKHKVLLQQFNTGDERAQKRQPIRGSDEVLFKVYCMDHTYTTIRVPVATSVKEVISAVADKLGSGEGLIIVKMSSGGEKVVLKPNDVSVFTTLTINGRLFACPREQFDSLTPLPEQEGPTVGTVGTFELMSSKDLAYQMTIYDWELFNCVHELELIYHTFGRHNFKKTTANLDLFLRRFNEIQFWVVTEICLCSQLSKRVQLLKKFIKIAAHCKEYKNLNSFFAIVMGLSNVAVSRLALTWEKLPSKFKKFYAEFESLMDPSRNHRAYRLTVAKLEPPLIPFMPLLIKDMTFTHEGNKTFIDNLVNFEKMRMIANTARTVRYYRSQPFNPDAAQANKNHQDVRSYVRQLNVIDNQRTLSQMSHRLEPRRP
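Fluorescence exchange assay: 100 nM EPAC2 with 250 nM RAP1B-BODIPY-GDP and 50 uM GDP; compounds tested as a concentration-titration series (qHTS). Loss of Rap1-bound BODIPY-GDP fluorescence read at 480/540 nm; data normalized to 6.5 mM cAMP.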
EPAC2 antagonist = antagonists of human EPAC2; EPAC2 GEF exchange of Rap1B-BODIPY-GDP, fluorescence; Potency, µM (highest dose often 114 µM), inactives show at the top dose activity, negative = inhibition, most hits filed as inhibitors; 360,000 compounds, 0.18% hits; also: potency is read from the fitted curve at half-maximal effect; % is scaled to controls: 0 for no effect and ±100 for the full control effect; nearly all actives have a fitted effect of over 45% in size; many of its hits are not listed in these tables
Nrf2 ARE act = activates Nrf2 signaling. AREc32 ARE-luciferase reporter (MCF7-derived line), luminescence, 24 h. Potency, µM (series often up to 46.1 µM), for inactives: top-dose activation, actives largely listed as activators. 410,000 compounds, 0.31% hits. AID 624171; also: potency is read from the fitted curve at half-maximal effect; % of control where 0% means no effect; nearly all actives have a fitted effect of over 65% in size
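Reporter line AREc32 (ARE-Fluc), seeded overnight in OPTI-MEM with 5% FBS; compound pin-transferred, 24 hr at 37 deg C, 5% CO2; luminescent read-out.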
Mm-Cpn inhibitor = blocks the Methanococcus maripaludis chaperonin Mm-Cpn; purified Mm-Cpn ATPase, ADP Transcreener TR-FRET; Potency, µM (series often up to 76.9 µM), for the others: at the highest dose activity, negative = inhibition, actives largely listed as inhibitors; 330,000 compounds, 0.031% hits; AID 504842; also: potency is read from the fitted curve at half-maximal effect; % is scaled to controls: 0 for no effect and ±100 for the full control effect; nearly all actives have a fitted effect of over 80% in size
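Compound-treated chaperonin, 25 nM final, turns over 10 uM ATP at 37°C for 30 min following a 10 min preincubation; ADP generated competes with ADP-d2 for Eu-cryptate antibody, lowering FRET.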
Nrf2 block = blocks Nrf2 signaling; 360,000 compounds, 2.1% hits; AID 504444; Potency, µM (series often up to 46 µM), without a hit: at the highest dose activity change, negative = inhibition, most hits filed as inhibitors; A549 ARE-Fluc reporter, luciferase luminescence, 18-24 h; also: potency is read from the fitted curve at half-maximal effect; % is scaled to controls: 0 for no effect and ±100 for the full control effect; nearly all actives have a fitted effect of over 60% in size
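Nrf2 function is reported as luminescence of an ARE-controlled luciferase in A549 cells. Compounds were tested at several concentrations, and a CellTiter-Fluor read on the same wells flagged cytotoxicity.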
CCT chaperon mod = modulators of cytosolic chaperonin (CCT/TRiC) activity | 360,000 compounds, 0.3% hits | purified chaperonin ATPase assay, HTRF ADP detection, 30 min | activity change, % (no concentration beside the values), hits read low | AID 651819; in the data active = activity change below about -30%; also: % is scaled to controls: 0 for no effect and ±100 for the full control effect
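We incubate TRiC, 40 or 20 nM final, with library compounds at 76 uM and 10 uM ATP for 30 min at 37 °C. ADP formed is detected with Transcreener HTRF reagents after 30 min at room temperature.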
A549 viability = A549 cytotoxicity, counter-screen for Nrf2 inhibitors; A549 ARE-Fluc cells, CellTiter-Fluor viability, 18-24 h; Potency, µM (highest dose often 46 µM), without a hit: top-dose activity change, negative = cytotoxicity, usual class: inhibitors; 390,000 compounds, 0.16% hits; AID 504648; also: potency is read from the fitted curve at half-maximal effect; % is scaled to controls: 0 for no effect and ±100 for the full control effect
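A549 ARE-Fluc cells in 5% FBS OPTI-MEM, 5000 cells/well, rested 2 h then exposed to compounds in concentration-response for 18-24 h at 37 °C. Viability by CellTiter-Fluor fluorescence (Ex 405/Em 525) after 30 min; luciferase luminescence (BugLite, 15 min, RT) read afterwards.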
TGFb inhibitor = inhibitors of TGF-b signaling; HepG2 CAGA-GFP TGF-b/SMAD3 reporter, GFP fluorescence, 18 h; TGF-beta stimulated, 500 pg/mL final; Potency, µM (doses to about 46.1 µM), for the others: at the top dose activity, negative = inhibition, usual class: inhibitors; 410,000 compounds, 1.2% hits; also: potency is read from the fitted curve at half-maximal effect; % is scaled to controls: 0 for no effect and ±100 for the full control effect; nearly all actives have a fitted effect of over 65% in size
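TGF-beta reporter screen: HEPG2 CAGA-GFP, 1% FBS, 500 pg/mL TGF-beta final, 18 h; per-cell GFP summed per well; curves fitted and categorized by class.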
Akt phos inh = Akt phosphorylation inhibition. activity change, % for hits at 50 µM. Neuro2A IGF-stimulated pAkt S473 HTRF, 20 min; stronger effect = lower value. 360,000 compounds, 0.32% hits. AID 651550; in the data active = activity change below about -80%; inconclusive = mostly about -51% to -80%; also: % is scaled to controls: 0 for no effect and ±100 for the full control effect
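Single-point screen (50 µM final compound) in Neuro2A cells stimulated 20 min with 6 nM IGF at 37 deg C. After lysis, Ser473-phosphorylated Akt read by HTRF (ex 330 nm, em 615/665 nm) as the 665/615 ratio.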
* = called active by the depositor; i = inactive; ? = inconclusive; . = no result given; [ ] = dose if it differs, or a comment. Unless noted, calls follow the shape of the dose curve; as a rule, active = well fitted curve in the direction sought with a large enough effect; inconclusive = small, poorly fitted or top-dose-only effect, or another doubt; inactive = no such curve, though single readings can be large; an effect the other way counts as inactive or inconclusive. An excerpt. The share of hits here may be higher or lower than overall.

SMILES | EPAC2 ag | EPAC2 antagonist | Nrf2 ARE act | Mm-Cpn inhibitor | Nrf2 block | CCT chaperon mod | A549 viability | TGFb inhibitor | Akt phos inh
CCN(CC)CCNC(=O)c1cc(S(=O)(=O)N2CCc3ccccc32)cn1C | 7% | 0% | -0.9% | -4% | 3% | -1.0 | -3% | -21% | i
Cc1ccc2c(c1)c1c(c(=O)n(-c3cccc(Cl)c3)c(=O)n1C)n2C | . | . | 3.7% | . | ? | . | -5% | -1% | .
Cc1nnc(SCc2cc(=O)[nH]c(Nc3nc(C)c4cc(C)c(C)cc4n3)n2)s1 | 4% | 21% | -1.2% | 1% | 2% | -0.6 | 0% | 5% | i
CN1CCN(CCC(=O)N/N=C/c2cc([N+](=O)[O-])ccc2OC(F)F)CC1 | 0% | -1% | 11% | 1% | 3% | -1.7 | 1% | -3% | i
CCN1CCN(C(=O)C2CC(c3ccc(F)cc3)=NO2)CC1 (configuration not stated) | 9% | -1% | -1.0% | 4% | 4% | -1.6 | -1% | -2% | i
COc1ccc(OC)c(S(=O)(=O)N2CCN(C)CC2)c1 | -3% | 9% | -0.9% | 1% | 1% | 1.1 | -1% | 10% | i
COc1ccc(OC)c(N(CC(=O)NCCc2ccc(OC)c(OC)c2)S(=O)(=O)c2ccccc2)c1 | 2% | -6% | 0.1% | -4% | -6% | -4.6 | -19% | 2% | i
CC1(C(=O)NS(=O)(=O)c2ccccc2OC(F)(F)F)CCN1C(=O)c1ccco1 (configuration not stated) | -1% | 7% | 0.1% | . | . | -3.1 | . | 7% | i
COc1cccc(CNC(=O)C2CCC(CNS(=O)(=O)c3ccc4c(c3)CCCC(=O)N4)CC2)c1 (configuration not stated) | . | . | 21% | . | ? | . | ? | 1% | .
Brc1ccccc1OCCCN1CCCC1 | 5% | 13% | -0.6% | 0% | -24% | -0.8 | 0% | 21% | i
COc1ccc(CCCc2nnc(SCC(=O)Nc3ccc(C)cc3)o2)cc1 | . | . | 0.4% | . | -21% | . | 0% | -2% | .
Cc1ccc(NC(=O)CN2C(=O)NC(C)(CC(C)C)C2=O)c(Br)c1 (configuration not stated) | -5% | 9% | 0.2% | -1% | 3% | -4.2 | 1% | 5% | i
COc1cc(C2CC(=O)c3cnc(NC(=O)COc4ccccc4)nc3C2)cc(OC)c1OC (configuration not stated) | 7% | -3% | -0.4% | -2% | -8% | 1.4 | -3% | -2% | i
COc1ccc2oc(=N)c(C(=O)Nc3ccc(F)cc3)cc2c1 | 19% | 3% | -0.2% | 1% | 4% | 1.7 | 0% | 264%[activator] | i
CC(=O)N=c1sc(C(C)(C)C)c(C)n1C | 11% | 3% | 0.3% | 0% | -13% | -0.9 | 0% | 8% | i
CS(=O)(=O)N1CCN(c2ccc(NC(=O)COc3ccccc3)cc2)CC1 | 4% | -3% | -0.4% | -1% | -1% | -8.1 | -8% | 4% | i
CC(C(=O)N1CCCCCC1)N(c1ccc(Cl)cc1)S(C)(=O)=O (configuration not stated) | -1% | 13% | -0.3% | ? | -12% | 1.2 | -4% | 1% | i
Nc1c(C(=O)c2ccccc2)oc2ccccc12 | 3% | -16% | 16% | 2%[15.4 µM] | 0% | -3.0 | -12% | -1% | i
Cc1cccc(CN(C(=S)Nc2c(C)cccc2C)c2cccnc2)c1 | 2% | 8% | -0.3% | 2% | 1% | 0.3 | 1% | -6% | i
COc1cc2c(cc1OC)CN(C(=O)c1ccc([N+](=O)[O-])o1)CC2 | 6% | 11% | 13µM* | 0% | 1% | -4.6 | ? | 13µM* | i
CCOC(=O)/C(C)=N/Nc1nc(-c2ccc(NC(C)=O)cc2)cs1 | 0% | 3% | 3.9% | 2% | 14% | -1.5 | -3% | 0% | i
CCOc1ccc(NC(=O)CCN2C(=O)c3cccc([N+](=O)[O-])c3C2=O)cc1 | -10% | 8% | -0.3% | 0% | -6% | 1.6 | 2% | 5% | i
CCOC(=O)CNC(=O)CSc1ncnc2c1cnn2Cc1ccccc1 | 1% | 1% | 7.9% | -7% | 0% | 0.0 | -8% | ? | i
Cc1ccc(NC(=O)C/C(N)=N/O)cc1Cl | 0% | 3% | 0.0% | 1% | -1% | -1.2 | 0% | 10% | i
N#CC(C#N)=Cc1cc2ccccc2nc1N1CCOCC1 | 10% | 6% | 11% | -3% | 5% | -2.0 | -4% | ? | i
NCC(=O)NCC(=O)NC[C@H]1O[C@@H](n2cnc3c(N)ncnc32)[C@H](O)[C@@H]1O | 6% | 4% | -0.5% | -1% | -1% | 0.0 | -6% | 23% | i
CC(=O)Nc1ccc(NC(=O)C(=O)NCC(c2ccco2)N2CCc3ccccc3C2)cc1 (configuration not stated) | -2% | -11% | 7.9% | 0% | ? | -4.2 | ? | ? | i
COc1ccc(N2CCN(c3oc(-c4ccc(COc5cccc(C)c5)o4)nc3C#N)CC2)cc1 | . | . | -0.6% | . | 14% | . | 0% | -17% | .
N#Cc1ccc(-c2csc(NC(=O)C3CC3)n2)cc1 | 1% | 20% | -0.5% | ? | 3% | 0.5 | -9% | 1% | i
O=C(OCC(=O)c1c[nH]c2ccccc12)c1cccc([N+](=O)[O-])c1 | 27% | -3% | 12% | -2% | ? | -3.1 | 2% | -2% | i
O=C(C[n+]1ccc(C(=O)NCc2ccccc2)cc1)c1ccc(Cl)cc1 | 1% | -3% | 2.6% | -2% | -29% | 0.8 | -2% | 0% | i
CN(Cc1ccccc1)S(=O)(=O)c1ccc(S(=O)(=O)N(Cc2ccc(F)cc2)C2CCCC2)cc1 | 7% | 6% | -0.2% | -27% | -11% | 1.1 | -3% | ? | i
N#CCCN(Cc1cccnc1)C(=S)NCc1ccco1 | 6% | -3% | -0.5% | 2% | -14% | -0.3 | 0% | -4% | i
COc1c(N2CCN(C(=S)Nc3ccccc3F)C(C)C2)c(F)cc2c(=O)c(C(=O)O)cn(C3CC3)c12 (configuration not stated) | 8% | -2% | -0.3% | -2% | 8% | -0.9 | -4% | -1% | i
CSc1cnc2c(=O)[nH]c(=O)n(C)c2n1 | -6% | -11% | 1.9% | -3% | -28% | 1.9 | -1% | -11% | i
CNS(=O)(=O)c1cccc(C(=O)OCC(=O)c2cc3ccccc3o2)c1 | 8% | -2% | 2.3% | -18% | 0% | -3.8 | 6% | 3% | i
Cc1c(C(=O)OC2CCCCC2)[nH]c2c1C(=O)CC(c1ccccc1)C2 (configuration not stated) | . | . | -0.2% | . | 1% | . | -1% | 36% | .
COc1ccc2[nH]c(=O)c(CN(C(C)=O)c3ccc(C)cc3C)cc2c1 | -2% | 3% | -0.3% | 0% | 1% | 1.0 | -7% | -14% | i
CCN(CC)C(=O)Cc1ccccc1 | 0% | 13% | -0.1% | 0% | 5% | 1.4 | 5% | 5% | i
CC(C)(C)C(=O)Nc1cccc(-c2ncon2)c1 | 9% | 13% | 0.1% | 2% | 11% | 1.0 | 1% | 15% | i
Cc1ccc(-n2nc(C)c(C(C)(O)C(F)(F)F)c2N)cc1 (configuration not stated) | -5% | 11% | -0.9% | 0% | 7% | 0.2 | -5% | 5% | i
CCCCC(=O)Nc1ccc(N2CCN(C(=O)c3ccco3)CC2)cc1 | 5% | 0% | -0.4% | -3% | 5% | -0.1 | 5% | 16% | i
CCC(=O)Nc1cccc(NC(=O)CSc2nnc(C(C)C)n2CC)c1 | 5% | -3% | -0.8% | 1% | -2% | 1.0 | 2% | -1% | i
O=C(CSCc1c(F)cccc1Cl)NCC1CCCO1 (configuration not stated) | 7% | 9% | 0.3% | 1% | . | -0.1 | 1% | 15% | i
CC1(C)Cc2c(sc3nnn(Cc4ccccc4)c(=O)c23)CO1 | 7% | -9% | 0.2% | 0% | -1% | -0.1 | 5% | 0% | i
Cc1cccc(NNC(N)=S)c1C | -1% | -1% | 0.9% | 2% | 7% | -2.1 | 0% | -9% | i
NC(Cc1ccc(Cl)cc1)c1csc(Nc2ccc(-c3ccccc3)nn2)n1 (configuration not stated) | 7% | 6% | 7.4% | . | . | -2.7 | . | ? | i
COCc1cc(C)nc(SCc2ccc(Br)cc2)c1C#N | 9% | -4% | -0.6% | . | -14% | -0.7 | 3% | 0% | i
O=C(O)COc1ccc(Cl)cc1CO | 9% | 12% | 0.1% | 3% | -13% | -5.3 | 4% | 4% | i
CN(C)C1=NC[C@H](Cc2ccccc2)N1CCCC1CCCCC1 | -11% | 6% | -3.4% | 2% | 15% | -2.5 | -1% | ? | i
COc1ccc(CC(=O)NCc2n[nH]c(=S)n2-c2ccccc2OC)cc1 | 6% | 1% | -0.2% | 1% | 12% | -1.5 | -3% | 6% | i
O=C(CCc1ccccc1)Nc1ccc2c(c1)OCO2 | 13% | -5% | 2.2% | 0% | ? | 1.1 | 13% | 11% | i
CCOC(=O)C1=CC[C@H]2c3c(c4ccccc4n3C)C(=O)C1N2C | 4% | 1% | -0.3% | 2% | 6% | 0.1 | 0% | 4% | i
N#C/C(=C\c1cccnc1)c1ccccc1[N+](=O)[O-] | 15% | 2% | 21% | 0% | -7% | -1.3 | 1% | ? | i
CC1NC(=O)c2cc3ccccc3cc2-n2c1nc1ccc(F)cc1c2=O (configuration not stated) | -5% | 5% | -0.7% | . | . | 1.8 | . | -5% | i
COc1ccc(Cc2cc(NCc3ccccc3)c3ncn(C(C)C)c3c2)cc1 | 1% | -20% | -3.6% | -7% | -16% | 2.2 | -16% | ? | i
CCc1ccc(NC(=O)CCn2c(=O)oc3ccccc32)cc1 | 2% | -14% | -0.1% | ? | 7% | 1.4 | 1% | -6% | i
CCc1ccc2oc(C(=O)Nc3cccnc3)c(C)c2c1 | 3% | 4% | 3.7% | 1% | ? | 0.4 | -2% | ? | i
